EWS-Fli block: EWS/Fli-driven NR0B1 reporter inhibitors, primary screen, A673 cells, NR0B1 luciferase, luminescence, MLPCN library. viability-normalised. inhibition, % at 12.6 µM. actives 0.67% (n = 350,000);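 active = mean inhibition of at least 50% after viability correction, with every replicate also passing that limit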;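 note: firefly luciferase signal divided by Alamar Blue viability fluorescence both relative to DMSO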
Cneo AK release: Cryptococcus neoformans cell lysis inducers, primary screen, AK release luminescence, single concentration | lysis activity, % at 15 µM | C. neoformans lysis, adenylate kinase release luminescence, 4 h; normalised: neutral wells 0, clomiphene wells 100 | actives 0.2% (n = 360,000);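 active = mean lysis activity across replicates of at least 80%, whatever share of replicates individually reach that level; inactive = mean lysis activity below 80%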
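Material: C. neoformans cells | Amount: Yeast cell density of 5 × 10^6 cells/mL | Medium: Fresh YPD growth medium | Dosing: Single dose | Times: Static 4 h at 37 °C with compound, 1 h detection | Detection: AK luminescence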
miR-122 sensor: miR-122 Renilla sensor signal increase in Huh7, primary screen, miR-122 inhibitor project, cell-based, single point, plate reader | Huh7 miR-122 Renilla luciferase sensor, 48 h; neutral wells = 0, positive control = 100 | activation (reporter increase), % at 12.5 µM | AID 602342, 2012 | actives 0.3% (n = 340,000);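 active = mean replicate activation score at least 90 and every replicate individually at or above 90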;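 note: higher luciferase means less miR-122 activity so hits act as miR-122 inhibitors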
PGC1a acetyl inh: inhibitors of PGC1a acetylation signal, primary screen, cell-based, U2OS, AlphaScreen, inhibitor mode | AlphaScreen anti-acetyl-lysine; with virally co-expressed GCN5 acetyltransferase | actives 0.17% (n = 350,000) | AID 651687, 2012 | inhibition, % at 15.6 µM;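 active = every replicate shows inhibition of at least 40%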;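 note: 0% = neutral control wells and 100% = positive control wells; some results beyond the cut were filed as inactive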
LGR2 inh: inhibitors of bursicon-induced LGR2 CRE-luciferase signal, primary screen, cell-based, HEK293, CRE-luciferase reporter, bursicon stimulation | bursicon-stimulated, 4 h | inhibition, % at 9.99 µM | actives 0.35% (n = 380,000);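 active = drop in luminescence signal, shown as inhibition above about 50% in the replicate tests, limit read from the data, passing the limit was not always enough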;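 note: agonist challenge used bursicon conditioned medium at about half maximal strength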
PAX8 inh HTS: inhibitors of PAX8-driven TPO luciferase reporter, primary screen, RMG-I cells, single concentration; SteadyGlo, 24 h; inhibition, % at 12.6 µM; actives 1.2% (n = 360,000); AID 652154, 2013;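 active = mean replicate inhibition at least 60% with every replicate also reaching 60%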;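 note: luciferase light reporting Pax8 driven TPO promoter activity; plate controls were median of neutral control wells for no effect and mitoxantrone controls for full effect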
Casp6 inh: human caspase-6 inhibitors, primary screen, biochemical, VEID-R110 fluorescence, single point, set 2; purified caspase-6, Z-VEID-R110 cleavage fluorescence; AID 686996, 2013; P55212; actives 0.53% (n = 350,000); inhibition, % at 12.5 µM;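 active = mean inhibition across replicates at least about 35%, with every replicate also reaching that limit, limit read from the data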;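 note: 0% = median of neutral control wells and 100% = no fluorescence left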
Target sequence (P55212 24-179 limits assumed): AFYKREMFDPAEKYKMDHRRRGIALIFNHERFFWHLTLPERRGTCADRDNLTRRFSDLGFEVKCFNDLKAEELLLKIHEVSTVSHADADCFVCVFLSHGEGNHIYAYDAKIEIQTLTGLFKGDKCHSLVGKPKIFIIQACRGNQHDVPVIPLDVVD
Target sequence (P55212 194-293 limits assumed): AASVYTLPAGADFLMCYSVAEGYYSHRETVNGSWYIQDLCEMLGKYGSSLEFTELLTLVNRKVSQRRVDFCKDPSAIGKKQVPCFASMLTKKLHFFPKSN
FN deposit inh: inhibitors of fibronectin matrix deposition, primary screen, AH1F cells, Alexa488-fibronectin fluorescence, plate reader; AH1F fibroblasts, overnight; actives 0.086% (n = 350,000); inhibition, % at 12.6 µM;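 active = mean inhibition across replicates of 30% or more, regardless of how many single replicates reach that level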;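 note: positive control wells lacked labelled fibronectin entirely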
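Material: AH1F fibroblast monolayer depositing Alexa488-labelled fibronectin into matrix / Amount: 10000 AH1F cells per well / Signal: fluorescence 485/525 nm / Medium: DMEM, 2% serum / Compound: single dose, pinned / Incubation: 1 h cell adhesion before compound, then overnight fibronectin incubation / Reagent: Alexa488-FN, 24 nM final / Read-out: inhibition of fibronectin deposition signal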
* = called active by the depositor; x = not tested or not shown; [ ] = another dose, or the depositor's remark.

Values run as follows: EWS-Fli block, Cneo AK release, miR-122 sensor, PGC1a acetyl inh, LGR2 inh, PAX8 inh HTS, Casp6 inh, FN deposit inh
- CN1CCCC(OC(=O)c2cccc(Br)c2)C1 (configuration not stated)
    2, -1, -8, x, 2, -18, -8, -6
- COc1ccc(OC)c(-c2cc(C(=O)Nc3ccccc3C(N)=O)c3ccccc3n2)c1
    8, 10, 3, -7, x, 10, 5, 14
- O=C(NNC(=S)NC(=O)c1ccccc1Cl)c1cccc([N+](=O)[O-])c1
    24, 0, 4, -2, -1, 16, 3, 5
- C[C@@H]1CN([C@@H](C)CO)S(=O)(=O)c2ccc(-c3ccncc3)cc2O[C@@H]1CN(C)Cc1cccnc1
    -11, -2, -9[16.7 µM], 7, 7, x, 1, -2
- O=C(COc1ccc(Cl)cc1)NCc1nnc(SCC(=O)Nc2ccccc2)o1
    x, -1, 87, 2, x, -11, x, -24
- CC(NC(=O)Nc1ccc([N+](=O)[O-])cc1)C(c1ccccc1)N1CCOCC1 (configuration not stated)
    10, x, -3, -3, 2, 21, 1, x
- C[C@@H]1CN([C@@H](C)CO)C(=O)Cc2cc(NC(=O)CCCCCC(=O)Nc3ccccc3N)ccc2O[C@H]1CN(C)C
    x, 58, 4[16.7 µM], 8, 11, -11, -1, x
- CC(=O)Nc1cc(C(C)(C)C)c(O)c(C(C)(C)C)c1
    x, -1, -7, -2, x, 25, x, -1
- Cc1ccc(NC(=O)c2ncn(CCCNCc3ccccc3)n2)cc1C
    6, -3, -5, 3, 1, 1, -5, 3
- O=C(C[C@H]1CC[C@H](NC(=O)c2cccc(F)c2)[C@@H](CO)O1)NCCN1CCCC1
    4, 4, -5[16.7 µM], -1, 20, 1, -2, 3
- Cc1cc(Cl)ccc1OCC(=O)NCC(c1cccs1)N1CCOCC1 (configuration not stated)
    29, x, x, x, 5, 25, 2, -2
- O=C(CSc1nc2ccccc2c(=O)n1-c1ccccc1)Nc1ccc2c(c1)CCC2
    11, -1, -1, x, -7, 37, -3, 9
- CCCNC(=O)[C@@H]1[C@@H](CO)[C@@H]2Cn3c(cccc3=O)[C@@H]2N1CCC(F)(F)F
    -1, 2, -1[16.7 µM], 2, -15, -13, 1, x
- C[C@@H](NC(=O)[C@@H]1Cc2ccccc2CN1C(=O)OC(C)(C)C)C(=O)NC1CCCCC1
    x, x, x, x, 7, 5, 3, 2
- CO[C@H]1CN(C)C(=O)c2ccc(NC(=O)c3ccc(F)cc3)cc2OC[C@H](C)N(C(=O)CC2CC2)C[C@H]1C
    2, x, x, -11, 1, x, x, -3
- CN(C)c1ccc(C(C(=O)NC2CCCCC2)N(Cc2ccco2)C(=O)c2snc(C(N)=O)c2N)cc1 (configuration not stated)
    20, 2, 23, 1, 17, 52, -1, -1
- CC(Sc1ncn[nH]1)C(=O)c1c(N)n(C)c(=O)n(C)c1=O (configuration not stated)
    0, 0, 4, 7, -2, 2, -3, -42
- Cc1ccc(S(=O)(=O)Nc2ccc3c(c2)C(=O)N([C@@H](C)CO)C[C@@H](C)[C@@H](CN(C)C(=O)Nc2ccc4c(c2)OCO4)OCCCC[C@H](C)O3)cc1
    0, 45, 3[16.7 µM], 2, 9, 25, 2, 1
- COc1ccc([C@H]2CC(=O)C[C@@H](CCn3cc(-c4ccncc4)nn3)O2)cc1
    3, x, x, x, 20, -3, 13, 0
- O=C(COC(=O)c1n[nH]c2ccccc12)Nc1cccc(S(=O)(=O)N2CCOCC2)c1
    2, x, x, x, -4, 1, -7, -1

Copied from the list.
Result for CN(C)c1ccc(C(C(=O)NC2CCCCC2)N(Cc2ccco2)C(=O)c2snc(C(N)=O)c2N)cc1 (configuration not stated) under Casp6 inh: -1
Result for COc1ccc(OC)c(-c2cc(C(=O)Nc3ccccc3C(N)=O)c3ccccc3n2)c1 under FN deposit inh: 14

Additional compounds.
Values run as follows: EWS-Fli block, Cneo AK release, miR-122 sensor, PGC1a acetyl inh, LGR2 inh, PAX8 inh HTS, Casp6 inh, FN deposit inh
- Cc1nc(N2CCOCC2)[nH]c(=O)c1[N+](=O)[O-]
    8, x, -4, x, -9, 2, -1, 0
- O=C1OC(c2ccc(F)cc2)=N/C1=C\C=C/c1ccccc1
    -7, x, x, x, 1, -15, -1, 2
- N#C/C(=C\c1ccccc1[N+](=O)[O-])C(=O)Nc1ccc(S(N)(=O)=O)cc1
    -3, 2, -10, 6, 15, -3, 6, -5
- CN1C(=O)c2cc(NC(=O)C3CCOCC3)ccc2OC[C@@H]2O[C@@H](CC(=O)NCC3CCCCC3)CC[C@@H]21
    -3, 29, x, x, -10, 3, 0, -1
- Cc1ccc(C)c(S(=O)(=O)Nc2ccc(O)cc2)c1
    x, 1, 46, 11, x, x, x, -5
- Cc1ccc(S(=O)(=O)Oc2ccccc2-c2ccccc2)cc1
    38, 3, -1, -14, 7, 29, -1, -7
- COc1ccc(-c2csc3ncnc(N4CCN(S(=O)(=O)c5cccc(Br)c5)CC4)c23)cc1
    9, 2, 1, 2, 1, -6, 1, -1
- CC(C)NC(=O)N(C)C[C@@H]1OCCCC[C@H](C)Oc2ccc(NC(=O)C3CCCCC3)cc2C(=O)N([C@@H](C)CO)C[C@@H]1C
    x, 0, -3[16.7 µM], 11, x, 2, -4, 5
- CCCC#Cc1ccc([C@@H]2[C@@H](C#N)N(C(=O)C3CCC3)[C@@H]2CO)cc1
    5, -5, x, 4, -3, -8, 4, 6
- CNC[C@@H]1Oc2ccc(NS(=O)(=O)c3c(C)noc3C)cc2C(=O)N([C@H](C)CO)C[C@H]1C
    -8, 3, -12[16.7 µM], 2, 12, 5, -2, -2
- C[C@@H]1CN([C@@H](C)CO)C(=O)Cc2cc(NS(=O)(=O)c3ccccc3)ccc2O[C@@H]1CN(C)C(=O)Nc1cccc2ccccc12
    6, -1, -6[16.7 µM], 0, 11, 73*, 4, x
- O=C(Nc1ccccc1)N1CCCCN2[C@@H](CO)[C@@H](c3ccc(C#Cc4ccccn4)cc3)[C@@H]2C1
    -10, 50, -3[16.7 µM], 4, -3, -13, -3, x
- O=C(Nc1cccc([N+](=O)[O-])c1)Nc1ccc2c(c1)OCCO2
    -212, x, x, -10, -45, -192, 0, -2
- COc1ccc(N2C(=S)NC3N2C(=S)NC3(C)c2ccccc2)cc1 (configuration not stated)
    -40, x, x, -2, -95, -162, 8, 2
- COC(=O)C(NC(=O)c1ccco1)(Nc1nc(C2CC2)cs1)C(F)(F)F (configuration not stated)
    x, 4, 1, -31, x, 25, x, 0
- COc1ccc(COC[C@]23Oc4ccccc4[C@H]([C@H]2COC(=O)c2ccccc2)N(C(=O)CC(C)=O)C(=O)N3C)cc1
    9, -1, x, -7, x, 3, 1, x
- O=C(NCC1CC1)Nc1ccc(Cl)cc1
    -87, -2, 5, -2, -7, -69, -1, -7
- Cc1ccc(NC(=O)Cn2nnc(C(=O)NCc3cccs3)c2N)cc1
    x, 0, -4, 5, x, x, x, -6
- Fc1ccc(/C=N/N2CCOCC2)c(F)c1
    8, x, x, x, -9, 3, -1, -13
- CCCCNC(=S)N/N=C/C1=CCC2CC1C2(C)C (configuration not stated)
    x, 4, 3, -7, -11, 1, x, -5
- COc1ccc(OC2CCN(S(=O)(=O)c3ccccc3)CC2)cc1
    9, 2, x, x, 6, 2, 0, -3
- CCCn1c2ccccc2c2nnc(SC(CC)C(=O)Nc3sc4c(c3C#N)CCCC4)nc21 (configuration not stated)
    x, 0, -8, -7, x, -8, x, -2
- O=C(CN1CCC(O)(c2cccc(C(F)(F)F)c2)CC1)NCCc1ccccc1
    17, 0, 17, -16, 8, 29, 1, -7
- CC(=O)c1c(C)[nH]c(C(=O)Nc2ccc(Cl)c(S(=O)(=O)N(C)C)c2)c1C
    -108, x, x, x, -69, -115, 1, 11
- Cc1nn(C(C)C(=O)Nc2sc3c(c2C#N)CCCC3)c(C)c1[N+](=O)[O-] (configuration not stated)
    x, -1, -10, -1, -6, x, x, x
- CCC(=O)N1c2ccc(S(=O)(=O)N3CCN(c4ccc([N+](=O)[O-])cc4)CC3)cc2CC1C (configuration not stated)
    16, 1, -2, x, 1, 68*, -6, -3
- CC(=O)N[C@H]1C=C[C@H](CC(=O)NCC2CCCCC2)O[C@@H]1CO
    -1, 1, x, -18, -2, -1, 2, -11
- CCOC(=O)c1cnc2c(ccc3ccccc32)c1Cl
    -18, -1, x, x, -30, 24, 0, 0
- COc1cccc(CN2[C@@H](CO)[C@@H](c3ccccc3)C23CN(C(=O)C2CCCCC2)C3)c1
    -3, x, x, 7, -28, 21, 1, -3
- COCC(=O)N1[C@H](CO)[C@H](c2ccccc2-c2cccc(C)c2)[C@@H]1C#N
    3, x, x, -3, -9, x, -3, -15
- CC1(C(=O)NC2CCCCCCC2)CCC(=O)N1Cc1cccnc1 (configuration not stated)
    x, 3, -4, 1, x, x, x, 1
- C[C@@]12C(=O)Nc3ccccc3C(=O)N1[C@H]1c3cc(Cl)ccc3OC[C@@H]1[C@@H]2c1ccccc1
    41, 34, x, x, 11, -5, 15, -2
- CCOc1ccc(OCCC(=O)OCC(=O)N2CCN(c3ccc(OC)cc3)CC2)cc1
    -9, 3, x, x, 1, 1, 3, -8
- Cc1c(Cl)cccc1NC(=O)CSc1nc2ncc(Cl)cc2[nH]1
    x, -2, -9, -9, 6, -7, -2, 0
- COC(=O)c1c(NC(=O)COC(=O)c2ccccn2)sc(C)c1C
    -2, -1, -2, -17, 9, -17, -1, 19
- CC(C)[C@H]1CC[C@@H](C)C(C(=O)c2ccccc2)C1=O (some centres not stated)
    12, 0, -4, -13, -4, 29, -6, -2
- CC(C)CCn1nnnc1CN1CCN(c2ccccc2)CC1
    5, 0, -2, -4, 22, -12, -2, 11
- Cc1ccc(O)c(NC(=O)c2onc(C)c2Cl)c1
    15, -2, x, x, -9, -16, 0, 3
- O=C1[C@H]2[C@@H](c3ccc(Cl)cc3)N3C(=O)N(c4cccc(Cl)c4)C(=O)[C@@]3(Cc3ccccc3)[C@H]2C(=O)N1C1CCCCC1
    8, -2, -8, 2, -6, 18, x, -2
- CCOc1ccc(-c2noc(CCC(=O)O)n2)cc1
    54*, 1, -7, 1, -15, -22, 2, -2
- Cn1cccc1Cc1nnc(SCC(=O)NCc2ccco2)n1-c1ccc(F)cc1
    x, 0, -2, -3, 4, x, 1, x
- COc1ccccc1OC(C)C(=O)Nc1ccc2c(c1)n(C)c(=O)n2C (configuration not stated)
    2, 1, x, x, -7, -7, 4, 4
- O=C(CSc1ncnc2c1oc1ccccc12)N1CCCc2ccccc21
    x, -1, 8, 8, x, -20, x, x

Of the compounds above, 2 have bromine.
Values run as follows: EWS-Fli block, Cneo AK release, miR-122 sensor, PGC1a acetyl inh, LGR2 inh, PAX8 inh HTS, Casp6 inh, FN deposit inh
- CN1CCCC(OC(=O)c2cccc(Br)c2)C1 (configuration not stated)
    2, -1, -8, x, 2, -18, -8, -6
- COc1ccc(-c2csc3ncnc(N4CCN(S(=O)(=O)c5cccc(Br)c5)CC4)c23)cc1
    9, 2, 1, 2, 1, -6, 1, -1
